hiPSC survival = hiPSC single-cell survival enhancement | ATPlite luminescence; 100% = ROCK inhibitor wells, 0% = DMSO | survival enhancement, % at 20 µM | actives 0.044% (n = 360,000); in the data active = survival enhancement above about 18%;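 also: cells exposed to compounds for 16 hours before the ATP read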
ABCB6 inh MLPCN = blocks the human ABCB6 transporter. Q9NP58. K562-ABCB6 porphyrin accumulation, flow cytometry, 1 h; active compounds read low. fluorescence ratio to DMSO, % at 10 µM. actives 0.19% (n = 360,000);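 active = fluorescence ratio to DMSO below 75%, the collection mean minus 3 SD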;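 also: signal is porphyrin accumulated inside mitochondria; 100% equals median channel fluorescence of DMSO control wells; lower ratio means ABCB6 inhibition with less porphyrin fluorescence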
Exocytosis inh = blocks lytic granule exocytosis; TALL-104 LAMP-1 surface exposure, flow cytometry; cells stimulated with thapsigargin and PMA; inhibition, % at 10 µM; actives 0.66% (n = 360,000);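 active = inhibition above about 55%, limit read from the data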
ABHD5-PLIN5 inh = inhibitors of human ABHD5-perilipin-5 interaction; inhibition, % at 4 µM; Split G. princeps luciferase complementation, luminescence, 4 h; Q00G26+Q8WTS1; AID 602281; actives 0.78% (n = 360,000);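 active = inhibition above the mean inhibition across every tested compound plus 3 SD, cut at about 22% in these data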;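 also: 0% = DMSO only wells and the 100% control is not disclosed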
aDG glyco up = increases alpha dystroglycan glycosylation. Pro5-aDG cells, alpha-DG glycosylation AlphaScreen (IIH6); 0% Pro5, 100% B10-LARGE cell signal. activation, % at 10 µM. actives 0.22% (n = 360,000);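 active = activation of at least 8% versus controls, or a plate z-score of at least 8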;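 also: Pro5 are CHO cells carrying HIG-tagged alpha-DG that lacks glycosylation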
MC4R antag cAMP = antagonists of human melanocortin 4 receptor (MC4R). P32245. MC4R-expressing cells, MTII-stimulated cAMP, LANCE TR-FRET. inhibition, % at 6.5 µM. actives 0.48% (n = 360,000). AID 540295;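 active = inhibition above its plate's cutoff, the mean of tested wells on that plate plus 3 SD, cut at about 29% in these data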;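 also: 0% = Melanotan II alone and 100% = Melanotan II plus saturating MCL0020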
Target sequence (P32245 whole entry, looked up): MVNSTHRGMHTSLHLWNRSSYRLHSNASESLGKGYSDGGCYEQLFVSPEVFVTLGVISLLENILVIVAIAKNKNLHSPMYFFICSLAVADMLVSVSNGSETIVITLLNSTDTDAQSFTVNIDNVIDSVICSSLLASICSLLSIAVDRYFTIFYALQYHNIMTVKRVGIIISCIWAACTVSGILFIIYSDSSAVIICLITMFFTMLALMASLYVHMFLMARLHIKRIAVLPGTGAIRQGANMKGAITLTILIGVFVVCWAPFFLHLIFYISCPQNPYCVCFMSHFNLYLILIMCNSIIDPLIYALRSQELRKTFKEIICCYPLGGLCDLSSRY
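system = U2OS cells with stable human MC4R expression | also added = Melanotan II challenge after compound preincubation | dosing = one concentration, 6.5 µM nominal | incubation = compound 30 min, challenge 1 h, detection 1 h | measured by = TR-FRET with Eu-cAMP and labeled anti-cAMP, 671 nm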
Glyco luc inh = N-linked glycosylation inhibition; D54 ERlucT glycosylation luciferase reporter, 24 h; percent of 100 nM tunicamycin response; reporter increase, % at 12.5 µM; actives 0.23% (n = 360,000); AID 588692;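 active = mean luciferase reporter signal, scaled so untreated is 0 and the glycosylation-blocking control 100, at or above a set limit in every replicate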;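 also: luciferase carries N-glycosylation sites so blocking glycosylation raises the light; 0% = median of neutral control wells and 100% = median of 100 nM tunicamycin wells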
HTR2A ag = agonists of mouse serotonin 5-HT2A receptor (HTR2A); P35363; CHO-K1 mHTR2A beta-arrestin complementation, luminescence; percent of 30 µM serotonin response; activation, % at 7.6 µM; actives 0.66% (n = 360,000);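 active = activation above a run cutoff, the mean activation of all tested compounds plus 3 SD, cut at about 14% in these data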;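 also: 0% = plate median of compound wells and 100% = 30 µM serotonin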
Target sequence (P35363 whole entry, looked up): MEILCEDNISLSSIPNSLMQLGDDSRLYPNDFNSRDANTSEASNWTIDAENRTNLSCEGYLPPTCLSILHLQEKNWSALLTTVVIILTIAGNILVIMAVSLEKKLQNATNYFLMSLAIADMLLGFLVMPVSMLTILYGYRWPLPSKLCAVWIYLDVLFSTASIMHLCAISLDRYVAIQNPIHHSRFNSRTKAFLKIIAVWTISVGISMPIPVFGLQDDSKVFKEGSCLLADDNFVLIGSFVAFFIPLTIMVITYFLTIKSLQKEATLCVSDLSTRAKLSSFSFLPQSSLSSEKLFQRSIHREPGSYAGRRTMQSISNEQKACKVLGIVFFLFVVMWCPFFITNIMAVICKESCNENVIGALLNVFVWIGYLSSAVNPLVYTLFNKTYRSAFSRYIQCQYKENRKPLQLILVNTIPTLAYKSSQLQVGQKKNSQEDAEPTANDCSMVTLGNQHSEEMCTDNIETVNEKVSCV
Cardio protect = protects H9c2 cardiomyocytes from peroxide injury. protection from H2O2 cell death, % at 20 µM. actives 0.63% (n = 360,000). H2O2 injury protection, ATPLite, 2 h;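 active = compounds giving at least 50% protection of heart cells from peroxide-induced death in the single-dose screen, raw or plate-pattern-corrected value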;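 also: 0% = DMSO wells with peroxide and 100% = DMSO wells without peroxide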
MC4R barr agon = human MC4R agonism via beta-arrestin. U2OS MC4R beta-arrestin complementation, luminescence; percent of melanotan II response, DMSO zero. activation, % at 8.9 µM. actives 0.98% (n = 360,000). AID 540308;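 active = activation above a per-plate cutoff, the mean activation of sample wells on that plate plus 3 SD, cut at about 8% in these data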
Starred values were filed as active, the others as inactive. Compounds as they come. Share with any hit: about 4.5%.

What do the screens show for `CCOC(=O)c1cnc(-c2ccccc2)nc1C(F)(F)F`?
hiPSC survival: 0.0; ABCB6 inh MLPCN: 96; Exocytosis inh: 0; ABHD5-PLIN5 inh: 0; aDG glyco up: 0.0; MC4R antag cAMP: 3; Glyco luc inh: 1; HTR2A ag: -1; Cardio protect: -16; MC4R barr agon: -0.9

Results for COc1cc(C(O)c2nc(-c3ccc(F)cc3OC)cs2)ccc1F (stereo not drawn) ?
hiPSC survival: 1.7; ABCB6 inh MLPCN: 93; Exocytosis inh: 19; ABHD5-PLIN5 inh: -2; aDG glyco up: 0.3; MC4R antag cAMP: -2; Glyco luc inh: -1; HTR2A ag: -5; Cardio protect: -14; MC4R barr agon: -0.4

Results for COC(=O)c1c(NC(=S)NC(=O)c2ccco2)sc2c1CCCC2 ?
hiPSC survival: 0.7; ABCB6 inh MLPCN: 95; Exocytosis inh: 0; ABHD5-PLIN5 inh: 3; aDG glyco up: -0.1; MC4R antag cAMP: 14; Glyco luc inh: 5; HTR2A ag: -1; Cardio protect: -4; MC4R barr agon: -0.5

Results for CCc1n[nH]c2c1/C(=N\O)CC(C)(C)C2 ?
hiPSC survival: 6.6; ABCB6 inh MLPCN: 92; Exocytosis inh: -9; ABHD5-PLIN5 inh: 3; aDG glyco up: -0.3; MC4R antag cAMP: 3; Glyco luc inh: 2; HTR2A ag: 4; Cardio protect: -7; MC4R barr agon: 1.4

Results for O=C1COc2ccc(C(=O)COC(=O)c3ccc(S(=O)(=O)C(F)F)cc3)cc2N1 ?
hiPSC survival: -0.4; ABCB6 inh MLPCN: 95; Exocytosis inh: 6; ABHD5-PLIN5 inh: -1; aDG glyco up: 0.2; MC4R antag cAMP: 23; Glyco luc inh: 0; HTR2A ag: -6; Cardio protect: -6; MC4R barr agon: -4.3

How did CCSc1ncc(/C=N/Nc2ccc(F)cc2)n1C do in these assays?
hiPSC survival: -0.9; ABCB6 inh MLPCN: 100; Exocytosis inh: 31; ABHD5-PLIN5 inh: -3; aDG glyco up: 0.1; MC4R antag cAMP: 17; Glyco luc inh: 1; HTR2A ag: 1; Cardio protect: -1; MC4R barr agon: 1.5

How did Cc1cc(F)ccc1C(O)c1ncc(-c2ccccc2F)[nH]1 (stereo not drawn) do in these assays?
hiPSC survival: 3.5; ABCB6 inh MLPCN: 101; Exocytosis inh: 0; ABHD5-PLIN5 inh: -2; aDG glyco up: 0.0; MC4R antag cAMP: 3; Glyco luc inh: 1; HTR2A ag: 2; Cardio protect: -9; MC4R barr agon: -0.3

What do the screens show for `COc1ccc(NC(C)=O)cc1CP(=O)(c1ccccc1)c1ccccc1`?
hiPSC survival: -0.3; ABCB6 inh MLPCN: 97; Exocytosis inh: 3; ABHD5-PLIN5 inh: 4; aDG glyco up: -0.1; MC4R antag cAMP: 5; Glyco luc inh: 1; HTR2A ag: -4; Cardio protect: 5; MC4R barr agon: -0.8

Results for CC1CC(C)CN(CCOCCSc2ccc(Cl)cc2)C1 (stereo not drawn) ?
hiPSC survival: -0.4; ABCB6 inh MLPCN: 99; Exocytosis inh: 11; ABHD5-PLIN5 inh: 6; aDG glyco up: 0.3; MC4R antag cAMP: 15; Glyco luc inh: -2; HTR2A ag: -1; Cardio protect: 0; MC4R barr agon: 4.3

How did N=c1c[n+](-c2ccc(Cl)cc2)[n-]o1 do in these assays?
hiPSC survival: 4.6; ABCB6 inh MLPCN: 86; Exocytosis inh: -3; ABHD5-PLIN5 inh: -5; aDG glyco up: 0.1; MC4R antag cAMP: 0; Glyco luc inh: 1; HTR2A ag: 0; Cardio protect: -9; MC4R barr agon: -0.8

Results for CC(=O)NS(=O)(=O)c1ccc(Nc2ccc([N+](=O)[O-])c3nonc23)cc1 ?
hiPSC survival: -0.3; ABCB6 inh MLPCN: 101; Exocytosis inh: -1; ABHD5-PLIN5 inh: 14; aDG glyco up: 0.5; MC4R antag cAMP: -23; Glyco luc inh: 0; HTR2A ag: -2; Cardio protect: -4; MC4R barr agon: -0.7

Results for COc1ccc(Cn2c(=O)cc(N)n(-c3ccccc3C)c2=O)cc1 ?
hiPSC survival: 0.0; ABCB6 inh MLPCN: 99; Exocytosis inh: 2; ABHD5-PLIN5 inh: -1; aDG glyco up: -0.1; MC4R antag cAMP: 0; Glyco luc inh: 24; HTR2A ag: -6; Cardio protect: 2; MC4R barr agon: -1.0

How did C=CCNC(=S)Nc1ccc(F)cc1F do in these assays?
hiPSC survival: -1.8; ABCB6 inh MLPCN: 94; Exocytosis inh: 1; ABHD5-PLIN5 inh: -1; aDG glyco up: 0.6; MC4R antag cAMP: 10; Glyco luc inh: 2; HTR2A ag: 1; Cardio protect: -8; MC4R barr agon: -0.2

How did O=C(CN1CCN(S(=O)(=O)c2ccc(Cl)c(Cl)c2)CC1)N1CCCC1 do in these assays?
hiPSC survival: -0.4; ABCB6 inh MLPCN: 91; Exocytosis inh: 2; ABHD5-PLIN5 inh: 2; aDG glyco up: 0.1; MC4R antag cAMP: -3; Glyco luc inh: 2; HTR2A ag: 10; Cardio protect: 3; MC4R barr agon: -1.2

What do the screens show for `N#Cc1ccc(NC(=S)Nc2ccccc2)cc1`?
hiPSC survival: 8.0; ABCB6 inh MLPCN: 101; Exocytosis inh: 0; ABHD5-PLIN5 inh: -1; aDG glyco up: 0.0; MC4R antag cAMP: 22; Glyco luc inh: 0; HTR2A ag: 1; Cardio protect: -3; MC4R barr agon: 3.3

What do the screens show for `O=[N+]([O-])c1cc(/C=N/OCc2c(Cl)cccc2Cl)ccc1N1CCOCC1`?
hiPSC survival: 0.9; ABCB6 inh MLPCN: 54*; Exocytosis inh: -1; ABHD5-PLIN5 inh: -5; aDG glyco up: -0.3; MC4R antag cAMP: 5; Glyco luc inh: -5; HTR2A ag: -5; Cardio protect: -3; MC4R barr agon: -2.6

What do the screens show for `O=c1sc2ccccc2n1CCOc1ccccc1`?
hiPSC survival: -0.5; ABCB6 inh MLPCN: 104; Exocytosis inh: -2; ABHD5-PLIN5 inh: -2; aDG glyco up: 0.4; MC4R antag cAMP: -7; Glyco luc inh: -5; HTR2A ag: 0; Cardio protect: -4; MC4R barr agon: -1.8

What do the screens show for `COc1ccc(C(c2nnnn2C2CCCC2)N2CCN(C3CCCC3)CC2)cc1OC` (stereo not drawn)?
hiPSC survival: -2.3; ABCB6 inh MLPCN: 99; Exocytosis inh: 1; ABHD5-PLIN5 inh: 6; aDG glyco up: -0.2; MC4R antag cAMP: 0; Glyco luc inh: -4; HTR2A ag: -5; Cardio protect: -1; MC4R barr agon: 0.5

What do the screens show for `COc1ccc(C2CC(c3cccs3)=NN2c2nc(C)c(C(C)=O)s2)cc1OC` (stereo not drawn)?
hiPSC survival: 2.8; ABCB6 inh MLPCN: 93; Exocytosis inh: 88*; ABHD5-PLIN5 inh: -1; aDG glyco up: -0.3; MC4R antag cAMP: 16; Glyco luc inh: 11; HTR2A ag: -6; Cardio protect: 0; MC4R barr agon: 4.0

How did CC(C)[C@H](NC(=O)OC(C)(C)C)c1cc(C(=O)NCCc2c[nH]c3ccccc23)c(N)s1 do in these assays?
Exocytosis inh: -3; ABHD5-PLIN5 inh: -6; aDG glyco up: 0.0; HTR2A ag: -4

What do the screens show for `Cc1ccc(S(=O)(=O)NCc2cc(=O)n(C)c(=O)n2C)cc1C`?
hiPSC survival: 0.2; ABCB6 inh MLPCN: 97; Exocytosis inh: -1; ABHD5-PLIN5 inh: 3; aDG glyco up: 0.0; MC4R antag cAMP: 16; Glyco luc inh: 1; HTR2A ag: 2; Cardio protect: -1; MC4R barr agon: -1.3

What do the screens show for `Cc1cc(Cl)c(OCCCn2ccnc2)c(Br)c1`?
hiPSC survival: -1.1; ABCB6 inh MLPCN: 92; Exocytosis inh: -1; ABHD5-PLIN5 inh: 5; aDG glyco up: 0.3; MC4R antag cAMP: -2; Glyco luc inh: 0; HTR2A ag: 7; Cardio protect: -8; MC4R barr agon: -2.5

What do the screens show for `CC(=O)NCC(=O)OC(C)C(=O)Nc1ccc(C(C)=O)cc1` (stereo not drawn)?
hiPSC survival: 3.6; ABCB6 inh MLPCN: 91; Exocytosis inh: -6; ABHD5-PLIN5 inh: 7; aDG glyco up: -0.2; MC4R antag cAMP: 4; Glyco luc inh: 2; HTR2A ag: 2; Cardio protect: 0; MC4R barr agon: -0.5

How did CC1CC(C)(C)NC(=S)N1CCCC(=O)Nc1ccc(Cl)cc1 (stereo not drawn) do in these assays?
hiPSC survival: -0.4; ABCB6 inh MLPCN: 93; Exocytosis inh: 1; ABHD5-PLIN5 inh: 1; aDG glyco up: 0.2; MC4R antag cAMP: -6; Glyco luc inh: 1; HTR2A ag: 0; Cardio protect: -6; MC4R barr agon: -3.0

What do the screens show for `CCOc1cc(CNCC2CCCN2CC)cc(Cl)c1OC` (stereo not drawn)?
hiPSC survival: -0.4; ABCB6 inh MLPCN: 94; Exocytosis inh: -3; ABHD5-PLIN5 inh: -4; aDG glyco up: -0.1; MC4R antag cAMP: 6; Glyco luc inh: 0; HTR2A ag: 1; Cardio protect: 4; MC4R barr agon: -0.4

What do the screens show for `CC(C)N1CC(C(=O)Nc2ccc(S(=O)(=O)N3CCCCC3)cc2)CC1=O` (stereo not drawn)?
hiPSC survival: 0.5; ABCB6 inh MLPCN: 107; Exocytosis inh: -7; ABHD5-PLIN5 inh: 13; aDG glyco up: 0.0; MC4R antag cAMP: -6; Glyco luc inh: 1; HTR2A ag: 4; Cardio protect: 1; MC4R barr agon: 0.6

Results for Cc1cc(-n2c(=O)c(C#N)cc3c(=O)n4ccccc4nc32)no1 ?
hiPSC survival: 4.9; ABCB6 inh MLPCN: 109; Exocytosis inh: 1; ABHD5-PLIN5 inh: -3; aDG glyco up: 0.0; MC4R antag cAMP: 8; Glyco luc inh: 1; HTR2A ag: -2; Cardio protect: 9; MC4R barr agon: -0.5

Arranged by length of the SMILES (rising): three of the compounds above.
What do the screens show for `Cc1ccc(S(=O)(=O)NCc2cc(=O)n(C)c(=O)n2C)cc1C`?
hiPSC survival: 0.2; ABCB6 inh MLPCN: 97; Exocytosis inh: -1; ABHD5-PLIN5 inh: 3; aDG glyco up: 0.0; MC4R antag cAMP: 16; Glyco luc inh: 1; HTR2A ag: 2; Cardio protect: -1; MC4R barr agon: -1.3

What do the screens show for `COc1ccc(C(c2nnnn2C2CCCC2)N2CCN(C3CCCC3)CC2)cc1OC` (stereo not drawn)?
hiPSC survival: -2.3; ABCB6 inh MLPCN: 99; Exocytosis inh: 1; ABHD5-PLIN5 inh: 6; aDG glyco up: -0.2; MC4R antag cAMP: 0; Glyco luc inh: -4; HTR2A ag: -5; Cardio protect: -1; MC4R barr agon: 0.5

What do the screens show for `COc1ccc(C2CC(c3cccs3)=NN2c2nc(C)c(C(C)=O)s2)cc1OC` (stereo not drawn)?
hiPSC survival: 2.8; ABCB6 inh MLPCN: 93; Exocytosis inh: 88*; ABHD5-PLIN5 inh: -1; aDG glyco up: -0.3; MC4R antag cAMP: 16; Glyco luc inh: 11; HTR2A ag: -6; Cardio protect: 0; MC4R barr agon: 4.0

Screening results: PubChem, several laboratories
